Bioassay records: PubChem, several laboratories
West Nile antiviral: inhibition of WNV-induced cytopathic effect – cell-based, CPE readout (AID 1621); West Nile virus-infected cells, CPE inhibition; higher % means a stronger effect; one-dose CPE inhibition, % at 10 µM; IC50 in µM for titrated hits; hit rate 0.02% among 290,000; in the data active means a potency from the dose series; inconclusive means CPE inhibition mostly from about 3.7% at the one dose, without a potency; inactive means the rest, 99 in 100 with CPE inhibition below about 2.2%; further: strong numbers were not always called active
PMI inhibition: human PMI inhibitors, high substrate, primary screen, biochemical, fluorescence intensity, high mannose 6-phosphate (AID 1220); recombinant PMI enzyme, coupled fluorescence intensity; higher % means a stronger effect; inhibition, % at 20 µM, or IC50 in µM where a hit was titrated; hit rate 0.66% among 190,000; in the data active means inhibition above about 50%
M17LAP inhibition: P. falciparum M17LAP inhibitors, primary screen, biochemical, fluorogenic H-Leu-NHMec substrate, 1536-well (AID 1619) | recombinant M17LAP, H-Leu-NHMec fluorogenic kinetic assay; higher % means a stronger effect | hit rate 0.38% among 220,000 | one-dose inhibition, % at 30 µM; IC50 in µM for titrated hits;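 active means compound inhibiting the enzyme by more than half at any dose during confirmatory dose-response retesting; inconclusive means strong single-dose inhibitors picked by rank but not retested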;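 further: plate controls were full reaction with DMSO carrier for no effect and no enzyme background for full effect; strong numbers were not always called active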
ER stress rescue: protection against thapsigargin-triggered cell killing – 384-well, CSM14.1, ATP luminescence, primary screen (AID 1222); CSM14.1 thapsigargin-induced death rescue, ATP luminescence; higher % means a stronger effect; one-dose cellular ATP content (survival), % at 20 µM; EC50 in µM for titrated hits; 190,000 tested, under 10 active;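 active means EC50 below 50 µM in the dose-response confirmation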;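 further: death triggered by thapsigargin at about 15 µM added after 2 h compound pretreatment; cell ATP read after overnight thapsigargin exposure of roughly 18 to 22 hours; normalized against plate controls of thapsigargin alone and 5% DMSO vehicle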
Yfh1-depleted yeast: mitochondrial function rescue without frataxin homolog – Friedreich's ataxia, plus single-dose screen, dose response (AID 1465) | S. cerevisiae Yfh1-off respiration, WST-1 reduction, 72 h; higher fold induction means a stronger effect | fold induction at 50 µM; hits with a dose series show EC50 in µM | hit rate 0.074% among 220,000;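 active means fold induction of absorbance versus untreated yeast above a set limit, then at least 30% activation at any dose in follow-up; inconclusive means repeats straddling the limit, or above it without dose testing; inactive means fold induction below the set limit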;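 further: activators that raise dye reduction in frataxin-depleted yeast; strong numbers were not always called active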
XIAP antagonists: XIAP antagonists, biochemical, IAP family, fluorescence polarization (AID 1018) | displacement, % at 20 µM; hits with a dose series show IC50 in µM | XIAP BIR domain, fluorescence polarization peptide displacement; higher % means a stronger effect | hit rate 0.007% among 200,000; in the data active means displacement above about 50%; further: a part of the inactive calls stands beside numbers as strong as those of hits
SIAH1 antagonists: Siah-1 peptide-binding antagonists, primary screen, biochemical, fluorescence polarization, rhodamine-plectin, uHTS (AID 1817) | Siah-1 / rhodamine-plectin peptide fluorescence polarization; higher % means a stronger effect | displacement, % at 20 µM; hits with a dose series show IC50 in µM | hit rate 0.02% among 290,000;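 active means displacement of at least 50% at 20 µM, with a fluorescence ratio check between 0.3 and a set limit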;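 further: plate controls were Siah plus tracer with DMSO for no effect and tracer alone without Siah for full effect; strong numbers were not always called active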
M1AAP inhibition: P. falciparum M1AAP inhibitors, biochemical, fluorogenic H-Leu-NHMec substrate, 1536-well (AID 1445). recombinant M1AAP, H-Leu-NHMec fluorogenic kinetic assay; higher % means a stronger effect. inhibition, % at 30 µM; hits with a dose series show IC50 in µM. hit rate 0.42% among 220,000;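 active means primary inhibition above the hit cutoff, then over 50% inhibition at one or more dose response concentrations, cut at about 23% in these data, passing the limit was not always enough; inconclusive means conflicting primary data, or primary hits not chosen for dose response; inactive means low primary inhibition, or under 50% at every dose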;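 further: plate controls were DMSO full reaction for no effect and no enzyme background for full effect; strong numbers were not always called active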
PhoP inhibition: PhoP-dependent GFP reporter repression – Salmonella Typhimurium, primary screen (AID 1863). inhibition, % at 50 µM; hits with a dose series show IC50 in µM. S. Typhimurium PhoP-regulated promoter GFP reporter, 4 h; higher % means a stronger effect. hit rate 0.16% among 300,000;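 active means inhibition over 29.93%, a cutoff 3 SD above the screen mean, later confirmed by dose response; inconclusive means inhibition over 29.93% but no dose response follow-up; inactive means inhibition at most 29.93% or unconfirmed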;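 further: 0% = low Mg2+ inducing control and 100% = high Mg2+ repressing control; strong numbers were not always called active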
Starred values were filed as active, the others as inactive; i = inactive; ? = inconclusive; . = not tested or not shown; & = joins results of further samples.

Molecule	West Nile antiviral	PMI inhibition	M17LAP inhibition	ER stress rescue	Yfh1-depleted yeast	XIAP antagonists	SIAH1 antagonists	M1AAP inhibition	PhoP inhibition
CC1(C)CC(=O)C2=C(C1)N(c1ccc(F)cc1)C(=O)C2(NC(=O)c1ccccc1)C(F)(F)F (stereo unspecified)	-0.2%	6%	3%	1.6%	i	-2.2%	6%	1%	8%
CCCCOc1ccc(-c2ncc(C(=O)OCC)c(N)n2)cc1	-0.2%	2%	7%	-4.1%	i	3.4%	-1%	-1%	7%
CC(Oc1ccc2c(-c3ccccc3)cc(=O)oc2c1)C(=O)O (stereo unspecified)	0.3%	7%	36%	-0.3%	i	-0.5%	4%	3%	14%
N#CCCN1CCCc2cc(N=Nc3ccc(C(F)(F)F)cc3)ccc21	-1.0%	.	4%	.	i	.	13%	5%	-1%
C/C=C(\C)C(=O)NCCN1C2=NC[C@@H](C)N2C[C@@H]1Cc1ccc(OC)cc1	0.1%	-8%	-2%	-3.0%	i	-3.7%	-1%	0%	-12%
CCCCC(=O)Nc1cccc(-c2cn3ccccc3n2)c1	-0.5%	9%	11%	-2.3%	i	-5.6%	-1%	2%	2%
CCc1ccc(S(=O)(=O)Nc2ccc(O)c3c(=O)cc(-c4ccccc4Cl)oc23)cc1	-0.5%	.	-12%	.	i	.	0%	3%	1%
Cc1ccc(C#N)c(SCc2ccccc2F)n1	1.2%	.	2%	.	i	.	-4%	0%	0%
COC(=O)CN1C2=NCCCN2c2ccccc21	0.2%	-7%	-1%	-1.8%	i	-7.2%	3%	-1%	-2%
COC(=O)c1nn(-c2ccc(C)cc2)c2nnc(Cc3ccccc3)c(=O)n12	0.4%	-1%	-3%	-0.7%	i	-6.3%	11%	0%	9%
O=c1[nH]n(-c2ccccc2)c(=O)c(Cl)c1Cl	-0.3%	-16%	-2%	0.3%	i	-2.5%	3%	0%	-49%
Cc1ccc(OCCN2CCCCCC2)c(C)c1	0.7%	16%	-8%	1.4%	i	-16%	2%	-10%	-10%
COc1cc(NC(=O)Cn2ccsc2=N)cc(OC)c1	0.6%	.	1%	.	i	.	-10%	1%	-7%
O=C(NC(=S)Nc1ccc(NC(=O)c2cccs2)cc1)c1cc2ccccc2o1	2.7%	-5%	9%	-1.1%	i	-6.8%	28%	-1%	-8%
Cc1ccnc2nc(C(=O)OCC(=O)NCCc3ccccc3)nn12	0.5%	-12%	-5%	-1.6%	i	0.4%	2%	-1%	5%

Carrying on:
Molecule	West Nile antiviral	PMI inhibition	M17LAP inhibition	ER stress rescue	Yfh1-depleted yeast	XIAP antagonists	SIAH1 antagonists	M1AAP inhibition	PhoP inhibition
CCOC(=O)COc1ccc(S(=O)(=O)N2CCN(C(=O)OCC)CC2)cc1	0.5%	13%	-6%	-1.8%	i	-6.0%	1%	-3%	-1%
O=C(O)CCCNS(=O)(=O)c1ccc2c(c1)OCCCO2	0.0%	-1%	1%	0.3%	i	-6.1%	4%	0%	0%
CN(C)c1ccc(C(=O)N2CCCC2)cc1	-0.4%	-1%	-6%	0.2%	i	2.2%	-1%	5%	2%
COc1ccc(N2C(=O)CC(Sc3n[nH]c(-c4cccc(C)c4)n3)C2=O)cc1 (stereo unspecified)	-0.1%	.	0%	.	i	.	-6%	2%	-6%
COc1ccc([C@@H]2C[C@H]3CN(c4ccccc4)C(=O)[C@]34CCCN24)c(OC)c1OC	0.4%	0%	3%	2.1%	i	-10%	-5%	2%	-4%
COc1cccc(-n2cn[nH]c2=S)c1	0.4%	2%	-1%	6.8%	i	-6.1%	-4%	1%	-4%
CCS(=O)(=O)c1nc(S(=O)(=O)c2ccc(Cl)cc2)c(NCc2ccco2)s1	-0.7%	14%	-1%	-0.9%	i	-0.2%	-3%	-3%	-12%
CSc1nc(C)c2c(n1)N(c1cccc(C)c1)CC2	-0.5%	6%	-3%	0.0%	i	-3.4%	-8%	-2%	-3%
CCOC(=O)N1CCN(CCC(=O)Nc2ccc(OC)cc2)CC1	0.4%	2%	5%	-2.5%	i	-0.1%	-1%	-8%	0%
Cc1ccc([N+](=O)[O-])cc1N=C(c1ccc([N+](=O)[O-])cc1)N1CCOCC1	-1.1%	-6%	-12%	-0.2%	i	-6.4%	2%	2%	2%
COc1ccc(OC)c(-n2nnnc2SCC(=O)NCc2ccc3c(c2)OCO3)c1	-0.1%	14%	-3%	-2.4%	i	-6.1%	3%	-8%	1%
O=C(Nc1ccc(Cl)cc1)[C@@H]1[C@@H]2C(=O)N(c3cccc(F)c3)C(=O)[C@@H]2[C@H]2C=CC=NN21	-0.7%	.	11%	.	i	.	9%	1%	-4%
CSC1=C(C#N)C2(CCCC2)C(C#N)=C(N)N1	0.0%	11%	.	-0.1%	i	-2.1%	3%	.	.
Cc1ccc(S(=O)(=O)Nc2cnc3ccccc3c2)cc1	0.1%	6%	33%	1.5%	i	-1.2%	7%	2%	4%
Cc1ccc(N2C(=O)C3C(C2=O)N2C(c4cccs4)C4C(=O)N(c5ccc(C)cc5)C(=O)C4N2C3c2cccs2)cc1 (stereo unspecified)	1.5%	10%	8%	0.5%	i	-4.9%	4%	6%	5%

Next compounds:
Molecule	West Nile antiviral	PMI inhibition	M17LAP inhibition	ER stress rescue	Yfh1-depleted yeast	XIAP antagonists	SIAH1 antagonists	M1AAP inhibition	PhoP inhibition
O=C1c2nccnc2C(=O)N1c1ccc(C(F)(F)F)cc1	-0.3%	-8%	18%	-0.8%	i	-3.4%	9%	1%	-2%
CC1(C)Cc2c(cnn2-c2ccccc2)-c2c1c1ccccc1n2CC(O)CCl (stereo unspecified)	-0.2%	18%	-3%	5.0%	i	-0.5%	11%	15%	-1%
CCn1c(N)c(C(=O)Nc2ccccc2C(=O)OC)sc1=S	0.1%	13%	2%	-0.2%	i	-5.3%	-2%	3%	-11%
CC1CCN(S(=O)(=O)N2CCC(C(=O)O)CC2)CC1	-0.2%	7%	1%	-0.6%	i	-9.0%	-2%	18%	-18%
CC(C)CC(=O)Nc1ccc(C(=O)Nc2cccc(O)c2)cc1	-0.2%	4%	6%	-1.7%	i	-3.7%	6%	-6%	0%
O=c1[nH]c2ccc(S(=O)(=O)N3CCN(Cc4ccccc4)CC3)cc2[nH]c1=O	0.2%	10%	2.6µM*	-1.1%	i	-3.8%	1%	7%	10%
COc1ccc(N=c2sc3ccccc3n2C)cc1	0.1%	0%	0%	-0.9%	i	-5.2%	-3%	0%	7%
COC(=O)c1nnn(CC(=O)NC(=O)Nc2ccc(F)cc2)c1C(=O)OC	0.3%	-8%	19%	0.5%	i	-8.1%	-3%	-6%	9%
O=C(c1ccc2c3c(cccc13)CC2)C1CCCN(C(=O)c2ccc(=O)[nH]c2)C1 (stereo unspecified)	-0.5%	43%	-12%	-0.3%	i	-4.5%	-2%	6%	-7%
Cc1cc[n+](CC2OCc3ccccc3CO2)cc1	-0.1%	5%	-2%	0.8%	i	6.5%	-4%	0%	4%
Cc1c(C(=O)NCCCc2ccccc2)cccc1[N+](=O)[O-]	1.3%	0%	3%	-2.5%	i	-9.6%	1%	1%	-12%
COC(=O)c1ccc(NC(=S)NCCc2ccc(OC)cc2)cc1	-0.2%	-1%	-1%	-1.4%	i	-5.1%	2%	3%	0%
CCOc1ccc(-n2c(N)c(C(=O)NCc3ccco3)sc2=S)cc1	-1.1%	21%	18%	-0.4%	i	-3.3%	0%	18%	-7%
CC1(C)C2C(Cl)(Cl)C2(C)c2ccccc2N1C=O (stereo unspecified)	-0.2%	.	7%	.	i	.	2%	-2%	-11%
O=C(O)c1ccc(NC(=O)c2cccs2)cc1	-0.1%	-5%	-1%	-0.2%	i	-5.0%	4%	5%	-25%

(cont.)
Molecule	West Nile antiviral	PMI inhibition	M17LAP inhibition	ER stress rescue	Yfh1-depleted yeast	XIAP antagonists	SIAH1 antagonists	M1AAP inhibition	PhoP inhibition
O=C(CSc1nc(-c2cccs2)cc(C(F)(F)F)n1)NCc1ccco1	-0.2%	-22%	3%	-2.8%	i	-1.5%	1%	8%	3%
CN(C)NC(=O)c1ccsc1NC(=O)c1ccc(S(=O)(=O)N2CCCC2)cc1	1.4%	.	-6%	.	i	.	-6%	9%	-12%
COc1ccc(CCNC(=O)Cn2c(=O)n(-c3ccc(F)cc3F)c(=O)c3sccc32)cc1OC	-0.7%	-8%	-15%	-0.7%	i	-1.4%	2%	6%	-6%
N/C(CSc1ccc(Cl)cc1)=N\S(=O)(=O)c1ccc(Cl)cc1	0.8%	.	-8%	.	i	.	8%	-1%	-1%
COc1ccc(N(CC(=O)N2CCC(C)CC2)S(=O)(=O)c2c(C)nn(C)c2C)cc1	-0.1%	7%	5%	5.9%	i	-4.7%	-2%	22%	-11%
Cc1ccc(S(=O)(=O)Oc2ccc(/C=C(/NC(=O)c3ccccc3)C(=O)NCCCC(=O)O)cc2)cc1	0.5%	15%	18%	-0.3%	i	-4.0%	-2%	?	-5%
Cc1ccc(Cn2ccc(NC(=O)c3cc(-c4cccc(Cl)c4)on3)n2)cc1	0.8%	6%	5%	-2.0%	i	-2.1%	-3%	-1%	9%
CNc1nc(N)c([N+](=O)[O-])c(NCc2ccccc2)n1	0.2%	4%	26%	-0.7%	i	-2.6%	-12%	11%	9%
COc1ccc(OCC(=O)O/N=C(\N)c2ccc(OC)c(OC)c2)cc1	-0.7%	-11%	-13%	-1.1%	i	-6.4%	-2%	-9%	-12%
O=C(O)C1CCN(S(=O)(=O)N2CCOCC2)CC1	0.3%	1%	-8%	-0.2%	i	-8.8%	5%	2%	-11%
CC1=NS(=O)(=O)c2cc(Cl)ccc2N1	0.1%	10%	3%	-1.3%	i	-22%	-1%	-7%	13%&-5%
CC(C)CN(CC(C)C)c1nnc(NC(=O)Cn2c(=O)oc3ccccc32)s1	-0.4%	2%	5%	-0.6%	i	-2.0%	2%	-1%	12%
Cc1ccc(S(=O)(=O)NCc2ccco2)c(C)c1C	-0.1%	6%	3%	-0.4%	i	-9.0%	2%	8%	19%
CC(C)(C)c1ccccc1OCCCCCNCCO	1.1%	6%	-1%	-3.3%	i	-3.2%	113%	9%	0%
CCCCN(CC)CCCNC(=O)Cn1nc(Cc2cccnc2)c2ccccc2c1=O	0.1%	4%	-18%	1.0%	i	-3.7%	-1%	-1%	-6%
